Compound activity (PubChem)
FXN GAA850 act – FXN promoter activators, primary screen, cell-based, luciferase luminescence, HEK293 lucGAA850; HEK293 lucGAA850 FXN promoter luciferase reporter, 24 h; percent of 10 µM SAHA response; activation, % at 6 µM; 360,000 tested, 0.56% active;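 active means activation above the average of all compounds screened plus 3 SD, cutoff fixed separately per campaign, cut at about 7.5% in these data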;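 further: 0% = DMSO wells and 100% = 10 µM SAHA wells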
NPR2 activator – human GC-B receptor activators, primary screen, HEK293 GC-B cells, cGMP TR-FRET, EC30 CNP; AID 1920062, 2024; Atrial natriuretic peptide receptor 2 (Homo sapiens), P20594; activation, % at 10 µM; 0% at EC30 CNP, 100% saturating CNP; 370,000 tested, 0.11% active;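 active means activation at 10 µM reaching about 35% in either raw or pattern-adjusted values, limit read from the data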
ssDAF12 agonist – S. stercoralis DAF-12 nuclear receptor activators, primary screen, cell-based, luminescence, HEK293, GRIP1 co-expression, lit1-tk-luc; Nuclear hormone receptor DAF-12 (Strongyloides stercoralis); HEK293 ssDAF-12/GRIP1 lit1-tk-luc reporter; % of 3 µM dafachronic acid response; activation, % at 6.8 µM; 370,000 tested, 1% active; AID 652126, 2013;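 active means activation above the mean over all tested compounds plus 3 SD, cut at about 0.9% in these data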;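 further: 0% = DMSO-only wells and 100% = 3 µM delta7-dafachronic acid wells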
hcDAF-12 act – H. contortus DAF-12 nuclear receptor activators, primary screen, cell-based, luminescence, HEK293, lit1-tk-luc reporter. HEK293 hcDAF-12 lit1-tk-luc reporter; 0% DMSO, 100% Δ7-dafachronic acid. activation, % at 6.8 µM. 370,000 tested, 1.4% active;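 active means activation above the mean of all tested compounds plus 3 SD, cut at about 5.5% in these data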;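 further: 100% = response to 3 µM Δ7-dafachronic acid high control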
ADAM10 inh – human ADAM10 inhibitors, primary screen, biochemical, QFRET, HTS; Disintegrin and metalloproteinase domain-containing protein 10 (Homo sapiens), O14672; recombinant ADAM10, EDANS/DABCYL FRET peptide cleavage, 3 h; inhibition, % at 7 µM; 370,000 tested, 0.62% active;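 active means inhibition above a per-campaign cutoff equal to the mean of compounds falling between control-based bounds plus 3 SD, cut at about 20% in these data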;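 further: 0% = DMSO wells while the 100% control is not disclosed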
Target sequence (O14672 214-748 limits assumed): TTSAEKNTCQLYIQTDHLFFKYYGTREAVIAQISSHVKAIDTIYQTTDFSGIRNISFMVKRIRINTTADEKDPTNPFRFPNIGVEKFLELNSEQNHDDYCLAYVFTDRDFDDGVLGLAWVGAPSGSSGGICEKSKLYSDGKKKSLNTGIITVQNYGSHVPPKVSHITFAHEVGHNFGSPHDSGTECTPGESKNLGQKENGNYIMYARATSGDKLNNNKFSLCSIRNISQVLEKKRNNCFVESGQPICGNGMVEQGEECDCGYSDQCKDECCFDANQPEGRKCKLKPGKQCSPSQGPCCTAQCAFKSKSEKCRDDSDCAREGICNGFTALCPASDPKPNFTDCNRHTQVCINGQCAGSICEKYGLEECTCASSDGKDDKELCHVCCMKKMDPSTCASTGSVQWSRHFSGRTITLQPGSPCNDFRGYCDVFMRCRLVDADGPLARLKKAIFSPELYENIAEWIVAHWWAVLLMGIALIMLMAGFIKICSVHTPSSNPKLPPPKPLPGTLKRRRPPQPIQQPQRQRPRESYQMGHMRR
HGIII-sPLA2 inh – human group III sPLA2 inhibitors, primary screen, biochemical, QFRET, BODIPY PC-A2 liposome substrate. AID 743126, 2013. inhibition, % at 12.2 µM. QFRET BODIPY PC-A2 liposome hydrolysis, fluorescence. 370,000 tested, 0.56% active. Group 3 secretory phospholipase A2 (Homo sapiens), Q9NZ20;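 active means inhibition above mean plus 3 SD of compounds lying within the high and low control bounds, cut at about 19% in these data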;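 further: 0% = median of test compound wells and 100% = no enzyme DMSO wells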
hgDAF-12 ag – H. glycines DAF-12 receptor agonists, primary screen, cell-based, luminescence, HEK293, GAL4 fusion, UAS-luciferase; Nuclear hormone receptor DAF-12 (Heterodera glycines), GAL4 fusion; 370,000 tested, 1.8% active; HEK293 GAL4-hgDAF12 UAS-luciferase reporter, agonist luminescence; normalized to butyrate control; activation, % at 6.8 µM;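 active means activation above a cutoff set at the mean of all screened compounds plus 3 SD, cut at about 10% in these data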;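 further: 0% = DMSO wells and 100% = sodium butyrate wells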
DAX1 inh-1 – DAX1 (NR0B1) inhibitors, primary screen, cell-based, HEK293, Gal4-DAX1, luciferase luminescence | AID 504766, 2011 | Nuclear receptor subfamily 0 group B member 1 (Homo sapiens), P51843 | 340,000 tested, 0.99% active | HEK293 Gal4-DAX1 luciferase reporter | inhibition, % at 6.75 µM;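 active means inhibition above the mean over all tested compounds plus 3 SD, cut at about 4.2% in these data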;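 further: 0% = DAX1-transfected cells with DMSO and 100% = empty-vector control cells with DMSO; inhibition shows as a rise in luminescence from relieved DAX1 repression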
Target sequence (P51843 207-470 limits assumed): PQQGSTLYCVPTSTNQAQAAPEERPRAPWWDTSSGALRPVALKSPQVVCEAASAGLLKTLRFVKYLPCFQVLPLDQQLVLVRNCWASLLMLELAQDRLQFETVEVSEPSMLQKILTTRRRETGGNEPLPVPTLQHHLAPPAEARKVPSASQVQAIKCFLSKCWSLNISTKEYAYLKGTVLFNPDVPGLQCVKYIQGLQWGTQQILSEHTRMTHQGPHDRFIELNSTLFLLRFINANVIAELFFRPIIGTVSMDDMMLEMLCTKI
SMARCA2 act – SMARCA2 (BRM) function activators, primary screen, cell-based, luminescence, high throughput; MG213 cells, MMTV-luciferase reporter, dexamethasone, overnight; activation, % at 9.1 µM; 370,000 tested, 1% active; in the data active means activation above about 7.8%;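 further: 0% = vehicle wells and 100% = reference activator wells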
GC-A act – GC-A stimulated cGMP production enhancers – HEK293 GC-A cells, cGMP TR-FRET, EC30 ANP, primary screen | 370,000 tested, 0.14% active | AID 1671463, 2021 | 0% at EC30 ANP, 100% saturating ANP | activation, % at 10 µM | Atrial natriuretic peptide receptor 1 (Homo sapiens), P16066; in the data active means activation above about 40%
DAX1 inh-2 – DAX1 (NR0B1) inhibitors on StAR promoter, primary screen, cell-based, luminescence, SF-1 (NR5A1), full-length DAX-1. HEK293T StAR-luciferase reporter, SF-1/DAX-1 repression relief. inhibition, % at 6.8 µM. 370,000 tested, 1.1% active. AID 652010, 2013;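 active means inhibition above the mean over all tested compounds plus 3 SD, cut at about 3.6% in these data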;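 further: 0% = DAX-1 cells with DMSO and 100% = cells lacking DAX-1 with DMSO; higher inhibition means more luminescence from relief of DAX-1 repression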
Numbers without * were called inactive; i = inactive; / = no result given.

SMILES	FXN GAA850 act	NPR2 activator	ssDAF12 agonist	hcDAF-12 act	ADAM10 inh	HGIII-sPLA2 inh	hgDAF-12 ag	DAX1 inh-1	SMARCA2 act	GC-A act	DAX1 inh-2
COc1ccc(-c2ocnc2C(=O)N2CCN(Cc3cccnc3)CC2)cc1	-0.5	0.6	-0.7	-0.1	4.3	1.7	-4.1	1.9	-3.9	3.1	0.7
O=C(N/N=C/c1cc(Br)c(O)c(Br)c1)c1cccc(C(F)(F)F)c1	1.1	-0.1	-1.1	-0.4	6.1	7.9	3.4	-0.8	-2.3	-1.9	0.8
COc1ccc(C(=O)O)cc1S(=O)(=O)NC1CCN(Cc2ccccc2)CC1	-0.7	0.7	-1.4	0.9	-5.1	12.4	-0.3	2.0	-2.5	0.3	-0.1
CCN(CC)c1ccc(/C=N/NC(=O)c2ccco2)c(O)c1	-6.4	-8.2	-0.1	-0.9	-118.6	-1.8	-2.7	2.5	-2.7	-6.2	-2.0
CCCNC(=O)N1CCN(S(C)(=O)=O)CC1	1.2	7.4	0.4	4.4	-4.4	1.9	1.3	-0.2	-2.0	3.5	-0.1
O=C(CCN1C(=O)/C(=C\c2cccc(Br)c2)SC1=S)NCCCN1CCOCC1	0.1	-8.1	-0.6	6.0*	-0.6	-12.4	0.6	0.7	-1.2	-8.7	0.5
O=C(Nc1ccccn1)c1cc(-n2cnnc2)ccc1Cl	1.7	6.2	-1.0	1.9	-7.1	3.3	-1.9	-0.3	-0.8	2.1	-0.2
O=C(CSc1ccc2nnc(-c3ccccc3)n2n1)NCc1ccco1	1.5	-5.4	-2.1	-0.8	-22.1	4.1	-0.5	-1.0	1.6	-3.2	0.0
O=C(O)c1ccc(Cn2ccc3ccccc32)o1	2.6	1.3	0.2	3.9	-1.3	-9.4	2.3	-0.8	-0.8	0.7	-0.9
Cc1ccc(NC(=O)CN(C)C(=O)COc2cc(F)ccc2[N+](=O)[O-])cc1	1.5	-1.9	0.1	2.5	-5.4	-4.2	0.7	1.8	0.4	4.3	-0.4
CNC(=O)c1ccsc1NC(=O)c1ccc2c(c1)CCCC2	6.4	-5.9	0.4	6.9*	-21.0	-29.9	17.1*	0.2	4.7	-4.5	1.3
O=C(Nc1ccccc1C(=O)Nc1ccc(Cl)cc1)c1cccnc1	0.1	2.7	-1.8	-3.2	0.6	-3.0	-0.9	-0.4	0.3	-4.3	-0.6
COc1cccc(CC(=O)Nc2cc(S(=O)(=O)N3CCOCC3)ccc2N2CCOCC2)c1	1.8	-0.9	-1.1	-1.7	-4.9	-2.2	-3.0	-0.4	-3.2	-1.1	0.6
CC(=O)NC(NC(=S)Nc1ccc(C)cc1C)C(Cl)(Cl)Cl (centres undefined)	0.4	4.9	-1.2	-0.5	-2.2	1.4	4.7	0.9	4.0	1.1	-0.6
Cc1ccc(NC(=O)CCNC(=O)Cn2ccc3ccccc3c2=O)cc1F	-1.1	-0.1	-1.1	0.2	1.2	1.2	0.6	1.6	-1.3	3.9	-0.1
CSc1nc(N)nc(SCCS(=O)(=O)c2ccc(Cl)cc2)c1C#N	-1.4	-7.4	-1.1	-1.3	8.8	-19.5	-2.3	-0.9	-0.3	-27.8	-1.6
Cc1sc2ncnc(N3CCN(S(=O)(=O)c4ccc(Br)cc4)CC3)c2c1C	-0.8	-4.6	-0.7	-0.8	8.5	-2.5	1.9	-0.5	0.1	-3.2	0.0
CC(=O)c1c(C)[nH]c(C(=O)CN2C(=O)NC3(CCCCC3)C2=O)c1C	2.2	1.7	-0.9	-1.8	-1.1	-2.5	0.1	0.4	0.3	3.2	4.1*
Cc1cc(OCC(O)CN(C)C(=O)C(C)Oc2ccccc2)ccc1Cl (centres undefined)	0.2	-3.9	-1.2	-3.4	9.7	1.4	-1.6	-0.6	-2.5	-4.3	-0.4
COc1ccc(CN2C(=O)c3cccnc3C2=O)cc1S(=O)(=O)NCc1ccc(C)o1	0.7	-4.4	-0.8	-0.9	-13.1	5.5	-3.5	0.3	-3.9	3.4	0.1
CN1CCN(C(=O)C2CCN(c3ncnc4c3nc3n4CCCCC3)CC2)CC1	-2.7	1.0	-1.1	1.3	0.3	5.8	0.0	0.1	3.0	6.3	-0.3
CC1=C(C(=O)N2CCCCCC2)CC(CC(=O)NCCCN(C)C)C(=O)N1Cc1ccc(F)cc1 (centres undefined)	/	-11.9	-0.7	-2.2	-0.2	-5.5	0.4	/	-3.1	2.3	0.8
CCCCN1C(=O)C(=O)N(CC(=O)N2N=C3/C(=C/c4ccco4)CCCC3C2c2ccco2)C1=O (centres undefined)	1.8	-2.0	-1.0	0.4	-1.0	-2.2	0.5	0.0	1.0	3.3	0.5
CCOc1ccccc1C(=O)Nc1nnc(Cc2ccc(OC)c(OC)c2)s1	0.2	2.4	-0.9	-1.1	2.1	-11.4	-0.4	-0.5	-1.3	1.1	-0.3
CCCCOc1ccc(/C=N/NC(=O)c2nnn(-c3nonc3N)c2C)cc1	-0.3	0.7	-0.8	-0.2	-7.5	0.0	-1.5	0.3	-1.1	-1.6	0.3
CCNc1nc(OC)nc(Oc2ccc(C(=O)OC)cc2)n1	1.2	-6.0	-1.5	-0.9	5.6	-1.9	-4.3	-0.1	-0.8	-3.6	0.1
Cc1ccc(C(=O)NNC(=O)c2ccccc2OCc2c(C)noc2C)cc1	2.5	-5.0	-1.1	-1.0	3.4	-5.4	-0.7	-0.5	-1.5	2.7	-0.6
CN(C)c1ccc(-c2ccnc3c2CC(C)(C(=O)NCc2cccc(Cl)c2)O3)cc1 (centres undefined)	0.2	-2.2	-1.4	0.8	i	-8.6	-2.2	/	-2.9	-3.0	-1.9
N#Cc1cn(CC(=O)N2CCCc3ccccc32)c2ccccc12	-0.9	-28.8	-1.0	0.9	-1.1	-5.4	-1.1	-1.3	-1.4	-26.9	-0.1
O=c1[nH]c2c(s1)C(c1ccco1)C1C3CCC(C3)C1S2 (centres undefined)	1.8	-1.6	-1.4	-1.4	-17.4	-3.7	-2.6	-0.2	0.8	7.3	0.1
Cc1c(-c2ccccc2Br)nc2ccccc2c1C(=O)O	2.1	0.1	-0.5	0.6	-9.7	-5.5	-2.4	-0.8	4.3	0.4	-0.3
COCCN(C(=O)c1cccc(OC)c1)c1nnc(-c2ccncc2)s1	2.0	-8.8	-0.9	-0.2	-8.9	5.5	-1.6	-0.6	-2.4	0.9	0.3
Cc1ccc(S(=O)(=O)N2CCN(Cc3ccccc3)CC2)c(C)c1N(C)S(=O)(=O)c1ccccc1	1.1	1.4	-2.2	-3.9	5.6	-7.3	-2.9	-0.7	-6.1	0.8	-0.6
CC(C)CCNC(=O)C12CN(Cc3ccccc3)CC1C(c1cccc([N+](=O)[O-])c1)=NO2 (centres undefined)	-0.6	1.1	-1.5	-2.3	3.7	0.9	7.2	-0.5	-0.4	-2.7	0.2
COC(=O)c1c[nH]n2c(=O)c(Cl)c(C)nc12	0.5	1.6	-0.7	8.7*	-7.5	-1.7	0.7	2.8	0.3	7.8	0.4
CO/N=C/c1ccc(Oc2ccc(C)cc2)nc1	3.0	-4.2	-1.6	0.9	7.7	-0.8	2.9	3.1	2.1	5.1	-0.2

Among those listed so far, these have two or more sulfur atoms.
SMILES	FXN GAA850 act	NPR2 activator	ssDAF12 agonist	hcDAF-12 act	ADAM10 inh	HGIII-sPLA2 inh	hgDAF-12 ag	DAX1 inh-1	SMARCA2 act	GC-A act	DAX1 inh-2
O=C(CCN1C(=O)/C(=C\c2cccc(Br)c2)SC1=S)NCCCN1CCOCC1	0.1	-8.1	-0.6	6.0*	-0.6	-12.4	0.6	0.7	-1.2	-8.7	0.5
CSc1nc(N)nc(SCCS(=O)(=O)c2ccc(Cl)cc2)c1C#N	-1.4	-7.4	-1.1	-1.3	8.8	-19.5	-2.3	-0.9	-0.3	-27.8	-1.6
Cc1sc2ncnc(N3CCN(S(=O)(=O)c4ccc(Br)cc4)CC3)c2c1C	-0.8	-4.6	-0.7	-0.8	8.5	-2.5	1.9	-0.5	0.1	-3.2	0.0
O=c1[nH]c2c(s1)C(c1ccco1)C1C3CCC(C3)C1S2 (centres undefined)	1.8	-1.6	-1.4	-1.4	-17.4	-3.7	-2.6	-0.2	0.8	7.3	0.1
Cc1ccc(S(=O)(=O)N2CCN(Cc3ccccc3)CC2)c(C)c1N(C)S(=O)(=O)c1ccccc1	1.1	1.4	-2.2	-3.9	5.6	-7.3	-2.9	-0.7	-6.1	0.8	-0.6
